High-throughput results: PubChem BioAssay, Fisher Drug Discovery Resource Center
mcGAS MS inh – inhibitors of Mus musculus cyclic GMP-AMP synthase, initial high-throughput assay, cell-free, RapidFire MS | Q8C6L5 | recombinant mouse cGAS, cGAMP by RapidFire MS | inhibition, % at 12.5 µM | actives 0.18% (n = 130,000);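 active means inhibition of cGAS enzyme activity at or above 60%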;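 further: enzyme stimulated by 45 bp dsDNA with ATP and GTP substrates; cGAMP share of summed cGAMP plus half ATP and half GTP signals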
Target sequence (Q8C6L5 whole entry, looked up): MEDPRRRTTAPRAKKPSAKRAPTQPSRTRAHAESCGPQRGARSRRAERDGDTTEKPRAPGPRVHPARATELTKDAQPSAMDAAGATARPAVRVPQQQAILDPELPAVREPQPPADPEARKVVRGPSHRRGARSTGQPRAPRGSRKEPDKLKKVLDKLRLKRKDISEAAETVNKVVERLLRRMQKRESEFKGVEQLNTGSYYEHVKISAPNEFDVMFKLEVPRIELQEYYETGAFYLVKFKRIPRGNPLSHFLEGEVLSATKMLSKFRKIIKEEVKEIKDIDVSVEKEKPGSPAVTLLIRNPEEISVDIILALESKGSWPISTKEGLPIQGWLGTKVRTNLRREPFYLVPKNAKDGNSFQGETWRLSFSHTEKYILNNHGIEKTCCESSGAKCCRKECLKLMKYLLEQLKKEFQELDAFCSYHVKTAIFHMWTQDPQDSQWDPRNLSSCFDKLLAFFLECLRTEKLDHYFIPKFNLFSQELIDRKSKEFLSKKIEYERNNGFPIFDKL
An asterisk follows results filed as active; & = joins results of further samples. Some of the compounds tested; rates above refer to the full screens.

cpd	molecule	mcGAS MS inh
1	CCn1ncc(C(=O)NCc2noc(-c3c(F)cccc3F)n2)c1C	-38
2	CC(=O)Nc1cnc(-c2ccccc2Cl)cn1	1
3	O=C(Nc1ccc2nc[nH]c2c1)c1ccccc1C1CCNC1 (centres undefined)	9
4	COc1c[nH]c(C(=O)N2CCC3(CC2)C(=O)N(C)c2ccccc23)cc1=O	-32
5	C=CCc1cc(/C=N\n2cnnc2)cc(OC)c1OCC(=O)O	-1
6	S=c1n(CN2CCSCC2)nc(CN2CCCCC2)n1-c1ccccc1	-11
7	CC(C)CN(CC(C)C)C(=O)CSc1nnc2n(Cc3ccccc3)c(=O)c3ccccc3n12	10
8	Cc1ccc(NC(=O)C2(C)CCN2C(C)C)cc1C (centres undefined)	-9
9	O=C(C1CCCO1)N1CCN(Cc2nc3sc4c(c3c(=O)[nH]2)CCCC4)CC1 (centres undefined)	1
10	O=C1CCc2cc(S(=O)(=O)N3C[C@@H]4[C@H](C3)[C@H]3CC[C@@H]4O3)ccc2N1	-13
11	O=C(O)c1cnn2c(-c3ccccc3F)ccnc12	-4
12	CC(C)Cn1c(CCC(N)=O)nnc1SCCc1ccncc1	-6
13	Cc1nonc1N1CCN(Cc2nc(-c3ccco3)oc2C)CC1	4
14	O=C(Cc1noc(C2(c3ccccc3)CC2)n1)NC1CCCCC1	-6
15	COc1cccc(-c2ccc(=O)n(CC(N)=O)n2)c1	-16
16	CN(C)C(=O)C(Oc1cc(Cl)c(Cl)cc1Cl)c1ccccc1 (centres undefined)	9
17	O=C(Cn1cnc2ccccc21)N1CC[C@@H](c2ccc3c(c2)OCO3)[C@H](O)C1	-2
18	Cc1ccc(S(=O)(=O)NC(=O)C2(C)CCN2C(=O)CCc2ccc(Cl)cc2Cl)nc1 (centres undefined)	-1
19	O=C(c1cccc(O)c1)N1CCC(Cc2n[nH]c(=O)n2-c2ccccc2)CC1	-10
20	C=CCN(Cc1cccc(OCC)c1)C(=O)c1ccc[nH]c1=O	-16
21	Cc1cccc(N2CCCn3c2nc2c3c(=O)[nH]c(=O)n2C)c1C	-5
22	COc1ccc2c(c1)SC(C)C(=O)N2Cc1ccc(C)cc1 (centres undefined)	-7
23	CC(Oc1ccc(C#N)cc1)C(=O)Nc1ncccc1Br (centres undefined)	-6&7
24	O=c1cc(CSc2nnc3sc4ccccc4n23)nc2sccn12	11
25	Cc1[nH]c(S(=O)(=O)C(C)c2nnc(CC(C)C)o2)nc1Cc1ccccc1 (centres undefined)	-7
26	CCOc1ccc(-c2nnc(SC(C)C(=O)NC(C)(C)C)o2)cc1 (centres undefined)	1
27	Cc1ccc(NC2(C(=O)N(C)CC3CCCNC3)CCCC2)cc1 (centres undefined)	-8
28	COCCNc1ncc2c(n1)c(=O)c(C#N)c1[nH]c3ccc(Br)cc3c(=O)n12	25
29	O=C(c1cn[nH]c1)N1CCOC(CC(c2ccccc2)c2ccccc2)C1 (centres undefined)	-5
30	CN(CCCn1ccnc1)C(=O)Nc1cccc(Cl)c1F	-10
31	CC1c2[nH]c3ccccc3c2CCN1C(=O)COC1CCCC1 (centres undefined)	-10
32	c1ccc(COC2CCN(Cc3nc(-c4ccc5c(c4)OCO5)no3)CC2)nc1	-6
33	CCS(=O)(=O)N(C)C(C)Cc1ccc(C)cc1 (centres undefined)	-4
34	COC(=O)c1cccc2c1CN(C/C=C/c1ccccc1)CC2	-2
35	CCOC(=O)C1(Cc2cccc(OC)c2)CCN(Cc2ncc[nH]2)CC1	-5
36	COc1cccc(CN2C(=O)COCc3cc(-c4cncnc4)ccc32)c1	-12
37	Cc1[nH]nc2ncc(C(=O)N(C)CC34CC5CC(CC(C5)C3)C4)cc12	-15
38	Cn1c(C2CCCCN2C(=O)c2ccc(CNC(N)=O)cc2)nc2ccccc21 (centres undefined)	-6
39	COc1ccccc1C1CCCN1C(=O)c1cn(-c2ccccc2)nn1 (centres undefined)	-21
40	CCC1CN(Cc2cc3ccccc3nc2OC)CCN1C(C)C (centres undefined)	-17
41	Cc1cc(Br)ccc1NS(=O)(=O)CC1CCCCO1 (centres undefined)	-4
42	Cc1cccc(-n2c(SCC(=O)NC3CCCC3)nc3ccccc3c2=O)n1	2
43	COc1ccc(C(N)=O)cc1-c1ccnc2[nH]ccc12	-6
44	CC1CCCCN1S(=O)(=O)NCCc1ccccc1F (centres undefined)	-4
45	CC(=O)NC(C(=O)NC(C)c1ccco1)C(C)C (centres undefined)	-11

Molecules from the list above with a furan ring, fused or not (2):
cpd	molecule	mcGAS MS inh
13	Cc1nonc1N1CCN(Cc2nc(-c3ccco3)oc2C)CC1	4
45	CC(=O)NC(C(=O)NC(C)c1ccco1)C(C)C (centres undefined)	-11

Remaining list, next part.
cpd	molecule	mcGAS MS inh
46	O=C(NCc1nnc2n1CCCCC2)c1ccc(OCc2cscn2)cc1	0
47	COc1ccc2[nH]c(I)c(CCNC(C)=O)c2c1	-11
48	COc1ccc(C(C)NC(=O)CN(C)C2CCS(=O)(=O)C2)cc1F (centres undefined)	-12
49	COc1ncccc1CNC(=O)c1ccc(O)c(Cl)c1	2
50	O=C(CS(=O)Cc1csc(Br)c1)Nc1ccc(N2CCCC2=O)cc1 (centres undefined)	35
51	N#Cc1c(C2CC2)cc(-c2ccccc2)n2c1nc1ccccc12	-7
52	Cc1ccc(Nc2ccccc2C(=O)N(C)Cc2cc(C)on2)cc1	4
53	C1=CC2CCC1ON2c1ccccc1 (centres undefined)	-4
54	COc1cc(N(C)CCCc2cnn(C)c2)ncn1	-2
55	COc1ccc(CN(C)Cc2nc(Cc3ccccc3Cl)no2)cc1OC	-8
56	OCCC#Cc1ccc(CN2CCN(c3ncnc4nc[nH]c34)CC2)cc1	-6
57	O=C(CN1CCN(C(=O)c2cn[nH]c2)CC1)Nc1ccccc1Cl	-1
58	O=[N+]([O-])c1ccccc1C=CC1Nc2cccc3cccc(c23)N1	-5
59	Cn1ccnc1S/C(=C/C=C(C#N)C#N)c1ccc(Cl)cc1	-12
60	O=C(CN1C(=O)c2ccccc2S1(=O)=O)N(C1CCCC1)C1CCS(=O)(=O)C1 (centres undefined)	-5
61	CC(C)(C)NC[C@H](O)COc1nsnc1N1CCOCC1	21
62	C=CCCS(=O)(=O)Nc1cnn(C(C)C)c1	-4
63	CCCn1cc(CN2CCN(Cc3cccc(Cl)c3)CC2)c(C)n1	-3
64	COC(=O)C1C(=O)N2CCCSC2=C(C#N)C1c1cccs1 (centres undefined)	-13
65	CC1(C(=O)NS(=O)(=O)Cc2ccccc2)CCN1C(=O)Cc1ccccc1Cl (centres undefined)	-4
66	CCOc1ccc(S(=O)(=O)N2CCN(CC(O)COCc3ccc(OC)cc3)CC2)cc1 (centres undefined)	-5
67	Cc1cc(C)nc(Nn2ccc3c(cnc4ncnn43)c2=O)n1	-13
68	CCSC1=NC2(CCCCC2)Nc2sc3c(c21)CCCC3	0
69	O=c1[nH]n(CC2COC3(CCCCC3)O2)c(=O)c2ccccc12 (centres undefined)	-4
70	Cc1ccc(C(C)NC(=O)c2cc(CN3CCC(O)CC3)on2)cn1 (centres undefined)	-19
71	O=C(O)C1CCCN(S(=O)(=O)c2ccc(Cl)s2)C1 (centres undefined)	1
72	CN(Cc1cn[nH]c1C(=O)O)CC1COc2ccccc2O1 (centres undefined)	-16
73	CSc1ccc(Cn2c(C)c(C(=O)NCc3ccc(F)cc3)sc2=O)cc1	-9
74	Cc1cccc2c(=O)[nH]c(CN(Cc3ccccc3F)C3CC3)nc12	-1
75	NC(=O)c1c(NC(=O)CC23CC4CC(CC(C4)C2)C3)sc2c1CCC2	2

Looked up above:
For mcGAS MS inh, `Cc1cc(Br)ccc1NS(=O)(=O)CC1CCCCO1` (centres undefined) has the entry -4
For mcGAS MS inh, `CCn1ncc(C(=O)NCc2noc(-c3c(F)cccc3F)n2)c1C` has the entry -38

Returning to the listing; the 5 compounds before the break are reprinted first.
cpd	molecule	mcGAS MS inh
71	O=C(O)C1CCCN(S(=O)(=O)c2ccc(Cl)s2)C1 (centres undefined)	1
72	CN(Cc1cn[nH]c1C(=O)O)CC1COc2ccccc2O1 (centres undefined)	-16
73	CSc1ccc(Cn2c(C)c(C(=O)NCc3ccc(F)cc3)sc2=O)cc1	-9
74	Cc1cccc2c(=O)[nH]c(CN(Cc3ccccc3F)C3CC3)nc12	-1
75	NC(=O)c1c(NC(=O)CC23CC4CC(CC(C4)C2)C3)sc2c1CCC2	2
76	Cc1ccc(Nc2nc(N3CCN(C)CC3)nc3[nH]ncc23)cc1	-4
77	Cc1cc(C)n(C)c(=O)c1C(=O)N1CCC(Cc2cccc(C(=O)O)c2)C1 (centres undefined)	2
78	Cc1nc2cc(C(=O)N(C)CC(=O)NC(C)(C)C)ccc2n1-c1ccccc1	-5
79	CCC1C(C#N)C(=O)NC(N2CCOCC2)C1C (centres undefined)	-51
80	CN1CCN(c2ccccc2NS(=O)(=O)c2cccs2)CC1	15
81	CC(=O)Nc1ccc(NC(=O)C(C)OC(=O)c2ccc(Br)o2)cc1 (centres undefined)	14
82	Cc1ccc(CNC(=O)C2CCN(C(=O)C3CCCC3)CC2)cc1F	-5
83	CC(=O)C(C)Sc1ccc(Cl)cc1[N+](=O)[O-] (centres undefined)	20
84	CCn1nc(C)c(-c2cc(C(=O)O)[nH]n2)c1C	7
85	CCc1ncc(C(=O)N2CCc3nnc(CCc4ccccc4)n3CC2)cn1	-25
86	CCCc1c(C(=O)Nc2ccncc2)[nH]c(C)c1C(=O)OC	-8
87	CC(C)Cc1nnc(N)s1	-7
88	c1ccc(C(CC2CN(CCc3cn[nH]c3)CCO2)c2ccccc2)cc1 (centres undefined)	-5
89	Cc1ccc(-n2ncc3c(=O)n(NC(=O)COc4ccc(Cl)cc4)cnc32)cc1	-3
90	CC(C)c1csc(CN2CCCC(CNC(=O)c3cccc4ccccc34)C2)n1 (centres undefined)	0
91	O=C(Nc1cccc(OCC(=O)N2CCCC2)c1)c1ccccc1	-10
92	Cc1nc(SCC(=O)NC(C)C)c2c(C)c(C)sc2n1	-9
93	CC(C)Cn1cc(NC(=O)Nc2ccc(F)cc2F)cn1	1
94	CN(C)CCNC(=O)c1cncc(-c2cc(F)ccc2F)c1	-10
95	CSc1ccc(CNC(=O)C2CCC(=O)N(CCN3CCOCC3)C2)cc1 (centres undefined)	1
96	Cc1oc(-c2cc3c(cc2Cl)OCO3)nc1CN(CCO)Cc1cccs1	-16&-8
97	CCCn1c(SCC(=O)NCCN2C(=O)CSC2=O)n[nH]c1=O	-7
98	CCc1nnc(NC(=O)c2ccc(C)c(-n3cccc3)c2)s1	-1
99	O=C(NCCC(=O)N1CCOC(COc2cccc(C(F)(F)F)c2)C1)OCc1ccccc1 (centres undefined)	-4
100	COc1nc2ccccc2cc1-c1cccc(-n2cnnc2)c1	-17
101	CN1CCOC(CNCC(=O)N(C)Cc2c(F)cccc2Cl)C1 (centres undefined)	-2
102	CN(Cc1cnc2c(-c3ccccc3)cnn2c1)Cc1n[nH]c2c1CCC2	-9
103	Cc1noc(C)c1N(C)C(=O)C1COc2ccccc21 (centres undefined)	-14
104	Cc1cc(C(=O)CN2CCOC(C)C2)c(C)n1CCc1ccccc1 (centres undefined)	-11
105	O=C(Cn1nnc(-c2ccc(Cl)cc2)n1)Nc1ccccc1I	-2
106	CCOc1ccc(-n2nc3c(N4CCCN(C)CC4)nnc(C)c3c2C)cc1	-6
107	COCCN1CCN(Cc2nc(CCc3ccccc3)no2)CC1	-9
108	CC(C)NC(=O)C1(C)CCCCN1C/C=C/c1ccccc1 (centres undefined)	-3
109	COC(=O)CC1C(=O)NCCN1C(=O)c1cc2n(n1)CCN(C(C)C)C2 (centres undefined)	-27
110	CC(=Nc1ccccn1)c1c(O)c2ccccc2oc1=O	7
111	COc1cc(N2CCC3(CC2)CNC(=O)C3)ncn1	-13
112	COc1cccc(-c2c(NC(=O)C(C)C)n(C)c3ccccc3c2=O)c1	-7
113	COc1ccccc1-n1cc(C(=O)NCc2snnc2C)cn1	-14
114	Cc1ccc(-n2c3c(c(O)c(-c4ccccc4)c2=O)C(=O)CC(C)(C)C3)cc1	-3
115	Cc1ccc(S(=O)(=O)NCC(c2cccn2C)N(C)C)c(C)c1 (centres undefined)	-1
116	CCc1ccccc1NS(=O)(=O)/C=C/c1ccc(Cl)cc1	10
117	CCN(CC)C(=O)CCn1cnc2scc(-c3ccc(C)cc3)c2c1=O	-10
118	CCSc1ncc(-c2nccn2-c2ccc(-c3ccn[nH]3)cc2)cn1	-9
119	CN(C)c1ccc(CC(=O)N[C@@H]2Cc3ccccc3CN(CC(=O)NCc3ccco3)C2=O)cc1	-4
120	CC(Cn1cncn1)NCCN1CCc2ccccc2C1 (centres undefined)	-5
121	CNC(=O)C1=C(C)C(C)(C)OC1=O	-29
122	CCOC(=O)c1ccccc1NC(=O)Cn1cnc2c(nnn2-c2ccc(F)cc2)c1=O	9
123	O=C(Cc1ccc(Cl)cc1)Oc1ccc(Cl)cc1	-13
124	CCC1CN(C(=O)Nc2ccc(Br)cc2Cl)CCO1 (centres undefined)	-3
125	Cc1ccc(S(=O)(=O)N=C(Nc2ccc(Cl)cc2)Nc2nc(C)cc(C)n2)cc1	-6
126	CC(C)c1ccc(-n2cc(CN3CCC(CN)C3)cn2)cc1 (centres undefined)	10
127	Cc1cnccc1CN(C)C(=O)Cn1c(C2CC2)nc2ccccc21	-1
128	NS(=O)(=O)c1ccc(S(=O)(=O)NCCc2c[nH]c3ccccc23)cc1	4
129	COc1ccc(C(C2Sc3nc(C)nn3C2=O)N2CC(C)CC(C)C2)cc1OC (centres undefined)	-10
130	N#Cc1ccccc1Cn1c(=O)n(Cc2ccccc2)c(=O)c2c3c(sc21)CCC3	-4
131	O=C(CCc1ccccc1)N1CCN(C(C(=O)N2CCOCC2)C2CCCC2)CC1 (centres undefined)	-4
132	Fc1ccc(C(c2ccc(F)cc2)N2CCN(Cc3cnc[nH]3)CC2)cc1	3
133	CN(C)CCCN1C(=O)C2CC3=C(CC2C1=O)C(C)(C)CCC3 (centres undefined)	-2
